# PvdQ inh – blocks Pseudomonas aeruginosa PvdQ acylase activity. actives 0.063% (n = 340,000). purified PvdQ acylase, fluorescence plate reader. inhibition, % at 10 µM; in the data active = inhibition above about 30%, passing the limit was not always enough; inconclusive = no clear call, values can overlap the other calls;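 also: 0% = vehicle neutral wells and 100% = reference inhibitor wells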
# MITF act – increases MITF-driven TRPM1 promoter luciferase signal; SK-MEL-5 TRPM1-promoter luciferase, 24 h; % of positive control, neutral wells = 0; activation, % at 12.5 µM; actives 0.75% (n = 300,000); AID 588334;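 active = mean activation of at least 80% with every replicate also reaching 80%; inconclusive = mean reaches 80% but some replicate falls short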;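 also: 0% = neutral control wells and 100% = parthenolide positive control wells; values of inactives mirror those of a sister screen read the other way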
# Rtt109 HAT inh – C. albicans Rtt109 histone acetyltransferase inhibition. actives 0.16% (n = 330,000). Q5AAJ8. purified Rtt109/Vps75, ThioGlo CoA-SH fluorescence, 4 h. inhibition, % at 34.9 µM;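 active = inhibition of at least 50% in every replicate; inconclusive = best replicate reaches 50% inhibition but some replicates fall short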
# HTR5A ag – counter-screen for OPRM1-OPRD1 agonists: human HTR5A agonism; activation, % at 9.3 µM; HTR5A agonist assay, luminescence, cell-based; actives 0.61% (n = 340,000); P47898; in the data active = activation mostly above about 9.5%, no sharp cut-off; inactive = mostly below about 7.6%;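 also: 0% = cells with vehicle only and 100% = reference agonist; strong numbers were not always called active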
# Target sequence (P47898 whole entry, looked up): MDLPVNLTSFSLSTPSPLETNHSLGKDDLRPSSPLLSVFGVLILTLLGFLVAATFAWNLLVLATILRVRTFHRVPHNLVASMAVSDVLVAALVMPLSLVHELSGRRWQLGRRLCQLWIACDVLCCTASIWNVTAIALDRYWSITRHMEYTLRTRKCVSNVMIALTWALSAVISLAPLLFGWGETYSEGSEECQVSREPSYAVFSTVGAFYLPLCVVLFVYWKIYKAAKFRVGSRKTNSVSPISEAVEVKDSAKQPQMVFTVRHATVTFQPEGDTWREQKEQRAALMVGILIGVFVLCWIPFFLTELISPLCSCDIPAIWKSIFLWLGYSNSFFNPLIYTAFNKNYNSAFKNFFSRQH
# cardiac RTF act – cardiac RTF calcium sensitization; activation, % at 7.2 µM; actives 0.24% (n = 340,000); AID 493008; IANBD-labeled TnC RTF fluorescence at EC20 calcium; 0% EC20 calcium, 100% full calcium; P19429+P45379;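 active = activation above the mean over all tested compounds plus 3 SD, cut at about 30% in these data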;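 also: rise in fluorescence read as greater calcium sensitivity of cardiac thin filaments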
# SR-BI HDL uptake – inhibitors of mouse SR-BI mediated HDL lipid uptake; inhibition, % at 12.5 µM; ldlA[mSR-BI] CHO cells, DiI-HDL uptake fluorescence, 3 h; Q61009; actives 0.96% (n = 320,000);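 active = mean replicate inhibition of at least 70% and a set share of replicates each scoring 70 or more; inconclusive = meets just one of the two criteria; inactive = fails both criteria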;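 also: 0% = median of neutral control wells and 100% = median of positive control wells; values of inactives mirror those of a sister screen read the other way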
# Target sequence (Q61009 whole entry, looked up): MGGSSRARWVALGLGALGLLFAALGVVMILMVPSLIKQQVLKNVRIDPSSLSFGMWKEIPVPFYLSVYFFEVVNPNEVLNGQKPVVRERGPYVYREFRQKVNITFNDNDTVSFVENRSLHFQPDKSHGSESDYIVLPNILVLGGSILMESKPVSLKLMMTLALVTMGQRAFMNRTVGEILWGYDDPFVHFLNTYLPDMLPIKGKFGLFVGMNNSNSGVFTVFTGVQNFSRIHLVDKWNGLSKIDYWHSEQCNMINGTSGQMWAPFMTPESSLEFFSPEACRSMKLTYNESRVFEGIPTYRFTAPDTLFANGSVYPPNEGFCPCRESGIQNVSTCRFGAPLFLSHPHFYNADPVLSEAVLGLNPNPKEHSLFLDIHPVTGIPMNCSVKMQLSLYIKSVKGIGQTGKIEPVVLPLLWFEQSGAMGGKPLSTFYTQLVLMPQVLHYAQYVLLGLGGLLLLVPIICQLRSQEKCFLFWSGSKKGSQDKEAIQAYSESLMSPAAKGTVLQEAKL
# Wnt bcat act – activators of Wnt/beta-catenin signaling. Wnt/beta-catenin reporter cell assay, activator, plate reader. activation, % at 9.35 µM. actives 1.2% (n = 300,000). AID 743398; in the data active = activation above about 30%, passing the limit was not always enough; inconclusive = no clear call, values can overlap the other calls;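 also: 0% = neutral control wells and 100% = positive control wells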
# dFosB act – mouse delta FosB homodimer activation; purified delta FosB, TAMRA-CDK5 oligo fluorescence polarization; percent of positive-control signal above neutral wells; actives 0.99% (n = 340,000); activation, % at 25 µM; P13346;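 active = mean activation above about 17%, with every replicate also reaching it, limit read from the data, passing the limit was not always enough; inconclusive = only one of the two conditions met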;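 also: fluorescence polarization rise as delta FosB binds a TAMRA Cdk5 AP-1 oligo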
# SR-BI uptake up – enhances SR-BI lipid uptake from DiI-HDL. AID 504775. CHO ldlA[mSR-BI] cells, DiI-HDL uptake fluorescence, 3 h; 100 = double the neutral-control signal. actives 0.096% (n = 320,000). activation, % at 12.5 µM;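 active = mean replicate activation of at least 60% and every replicate at or above 60%; inconclusive = mean or all-replicate condition met, but not both; inactive = mean below 60% and not all replicates reaching 60%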;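 also: 0% = median plate neutral-control signal and 100% = twice that signal; values of inactives mirror those of a sister screen read the other way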
#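 System: CHO ldlA[mSR-BI] cells / Medium: HEPES-buffered (25 mM, pH 7.4) F12 plus 0.5% BSA / Probe or stimulus: labelled HDL, 10 µg/mL / Doses: single compound concentration, delivered by pin transfer / Schedule: 3 h, 37 °C / Measured by: DiI fluorescence, bottom read / Measure: cell-associated DiI fluorescence as measure of HDL uptake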
# CDK5 inh – CDK5/p35 (human) kinase inhibition | inhibition, % at 10 µM | actives 0.01% (n = 330,000) | Recombinant CDK5/p35, ADP-Glo luminescence, 60 min | Q00535+Q15078;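 active = highest replicate inhibition of at least 50% and at least 75% of replicates reaching 50%; inconclusive = only one of the two criteria met; inactive = both criteria failed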;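 also: plate controls were DMSO neutral control for no effect and GW8510 at 10 µM for full effect; many of its hits are not listed in these tables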
# * hit, by the source's call; i = inactive; ? = inconclusive; · = no result given.
SMILES,PvdQ inh,MITF act,Rtt109 HAT inh,HTR5A ag,cardiac RTF act,SR-BI HDL uptake,Wnt bcat act,dFosB act,SR-BI uptake up,CDK5 inh
COc1ccc(NC(=O)COc2ccccc2C#N)c(S(=O)(=O)N2CCCCC2)c1,10,6,13,1,2,24,·,-2,-24,-0.9
CCOC(=O)C1(Cc2cccc(Cl)c2)CCCN(C2CCN(C(C)=O)CC2)C1 (stereo not given),-14,1,-1,-3,-2,9,-1,-3,2,-0.8
Cc1nc(CCNC(=O)CC2C(=O)NCCN2Cc2ccc(F)cc2)sc1C (stereo not given),-18,-8,-5,2,-3,-2,-5,-10,2,0.9
Cc1onc(-c2ccccc2Cl)c1C(=O)Nc1cnn(Cc2ccccc2)c1,-12,9,-3,4,3,-88,-3,-10,?,-2.5
Cc1cccc(N2CCN(C(=O)CNC(=O)C3CCCCC3)CC2)c1C,4,22,-2,4,-3,-12,3,-12,12,0.6
O=[N+]([O-])C(=C1Nc2ccccc2N1)/C(Cl)=C(/Cl)Br,11,-26,·,-1,-2,-5,5,2,5,0.2
Cc1ccc(N2CCN(c3cc(C)nc4nc(C)nn34)CC2)c(C)c1,-9,10,1,-4,-6,·,1,-2,·,-1.8
CN1CCN(C(CNC(=O)C(=O)NC2CCCC2)c2ccc(F)cc2)CC1 (stereo not given),-13,10,4,2,2,-30,3,-2,30,1.6
CC1CCC(C(C)C)C(OCC(O)CN2CCN(Cc3ccccc3)CC2)C1 (stereo not given),-16,1,18,5,2,14,·,-3,-14,-2.0
O=C(Nc1ccccc1C(=O)O)c1cc(S(=O)(=O)N2CCCCC2)c(Cl)cc1Cl,-14,-27,3,4,-2,-6,6,-15,6,3.0
CCOC(=O)c1c(C)[nH]c(C(=O)NCCc2ccc(OC)c(OC)c2)c1C,-13,-1,-7,-5,-2,31,-1,-1,-31,-1.4
O=C(CCNS(=O)(=O)c1ccc2ccccc2c1)NCCOc1ccccc1,-16,-13,1,1,0,8,2,-2,-8,-0.4
CCCCn1c(N)c(N(CC(C)C)C(=O)C2=NN(c3ccccc3)C(=O)CC2)c(=O)[nH]c1=O,-15,-3,3,6,2,-47,1,-2,47,-1.9
O=C(Nc1ccccc1N1CCOCC1)c1cc(Cl)c2c(c1)OCO2,0,12,0,0,-5,62,-2,2,-62,-0.1
Cc1cccc(NC(=O)Nc2cc(C)cc(C)n2)c1,-14,78,-8,-6,-3,-8,·,0,8,1.2
Cc1ccc(N2C(=O)NC(C(F)(F)F)(C(F)(F)F)C3=C2CC(C)(C)CC3=O)cc1,-8,-12,-3,-1,3,-33,-1,4,33,0.5
CCC(C(=O)NCCc1ccc(C)cc1)n1nc(C)c2c(C)n(-c3ccccc3)nc2c1=O (stereo not given),-4,-11,2,1,-2,24,1,-20,-24,1.4
CCC1=NN2C(=N)/C(=C\c3ccc(OCCOc4ccc(NC(C)=O)cc4)c(OC)c3)C(=O)N=C2S1,-9,9,0,-2,0,24,-1,-9,-24,-0.3
Cc1nc2sccn2c(=O)c1S(=O)(=O)NC(C)c1ccccc1 (stereo not given),9,·,-5,9,9,-3,0,1,3,-0.5
COc1ccc(NC(=O)C2CCC(CNC(=O)[C@@H]3Cc4ccccc4CN3)CC2)cc1 (stereo not given in full),-2,8,-18,-4,-4,40,1,-10,-40,0.5
Cc1ccc(S(=O)(=O)N2CCOCC2)cc1C(=O)NC1CCCCCC1,-11,1,-5,2,-3,-2,1,-2,2,-5.4
COc1ccc(OC)c(C2=NOC(C(=O)Nc3cc(C)on3)C2)c1 (stereo not given),0,7,-11,2,-3,5,0,-1,-5,0.1
COc1ccccc1C1C2=C(CC(C)(C)CC2=O)Nc2nnnn21 (stereo not given),2,-4,-7,1,7,7,·,5,-7,0.4
O=C(c1ccc(CS(=O)(=O)c2c(Cl)cccc2Cl)o1)N1CCCC1,-10,-2,-9,1,3,-5,0,4,5,0.8
CCOC(=O)C1(c2ccccc2)NC(c2ccccc2C)C2C(=O)N(c3ccc4c(c3)OCO4)C(=O)C21 (stereo not given),-9,-8,11,-2,-6,-23,·,3,23,0.6
COc1cc(/C=N\Nc2nncn2N)ccc1OC(C)=O,12,-6,19,8,4,-18,-1,-9,18,0.2
COCc1ccc(C(=O)Nc2cccc(S(=O)(=O)N(C)c3ccccc3)c2)cc1,-16,-2,12,1,-5,56,-7,-3,-56,1.2
Cc1ccc2c(C)nc(Nc3nc(CSc4nc5ccccc5[nH]4)cc(=O)[nH]3)nc2c1,-9,-82,-1,2,10,-2,-8,-19,2,2.3
CCC1OC23CCCCC2C(C#N)(C(=N)O3)C1(C#N)C#N (stereo not given),1,1,i,-4,35*,-4,·,-97,4,0.4
COc1ccc(N/C(C)=C/C(=S)Nc2ccccc2)cc1,9,1,18,-4,2,0,·,-2,0,-0.1

# 9 successive compounds already listed, for reference:
SMILES,PvdQ inh,MITF act,Rtt109 HAT inh,HTR5A ag,cardiac RTF act,SR-BI HDL uptake,Wnt bcat act,dFosB act,SR-BI uptake up,CDK5 inh
Cc1ccc(N2C(=O)NC(C(F)(F)F)(C(F)(F)F)C3=C2CC(C)(C)CC3=O)cc1,-8,-12,-3,-1,3,-33,-1,4,33,0.5
CCC(C(=O)NCCc1ccc(C)cc1)n1nc(C)c2c(C)n(-c3ccccc3)nc2c1=O (stereo not given),-4,-11,2,1,-2,24,1,-20,-24,1.4
CCC1=NN2C(=N)/C(=C\c3ccc(OCCOc4ccc(NC(C)=O)cc4)c(OC)c3)C(=O)N=C2S1,-9,9,0,-2,0,24,-1,-9,-24,-0.3
Cc1nc2sccn2c(=O)c1S(=O)(=O)NC(C)c1ccccc1 (stereo not given),9,·,-5,9,9,-3,0,1,3,-0.5
COc1ccc(NC(=O)C2CCC(CNC(=O)[C@@H]3Cc4ccccc4CN3)CC2)cc1 (stereo not given in full),-2,8,-18,-4,-4,40,1,-10,-40,0.5
Cc1ccc(S(=O)(=O)N2CCOCC2)cc1C(=O)NC1CCCCCC1,-11,1,-5,2,-3,-2,1,-2,2,-5.4
COc1ccc(OC)c(C2=NOC(C(=O)Nc3cc(C)on3)C2)c1 (stereo not given),0,7,-11,2,-3,5,0,-1,-5,0.1
COc1ccccc1C1C2=C(CC(C)(C)CC2=O)Nc2nnnn21 (stereo not given),2,-4,-7,1,7,7,·,5,-7,0.4
O=C(c1ccc(CS(=O)(=O)c2c(Cl)cccc2Cl)o1)N1CCCC1,-10,-2,-9,1,3,-5,0,4,5,0.8

# (next part)
SMILES,PvdQ inh,MITF act,Rtt109 HAT inh,HTR5A ag,cardiac RTF act,SR-BI HDL uptake,Wnt bcat act,dFosB act,SR-BI uptake up,CDK5 inh
COc1ccc(OC)c(C(=O)COC(=O)c2ccccc2O)c1,1,·,-8,-3,7,7,·,-8,-7,-0.3
Cn1cc(Cl)c(C(=O)NC(=S)Nc2sc3c(c2C#N)CCCCC3)n1,2,-1,-3,5,-2,9,-11,-6,-9,0.6
COc1cccc(NC(=O)COC(=O)c2c(F)cccc2F)c1,-16,-11,1,0,0,16,·,-11,-16,0.2
Cc1ccc(S(=O)(=O)N(C)CC(=O)Nc2ccccc2N2CCCC2)cc1,-6,-11,-4,-2,1,-9,-6,-9,9,-0.3
COc1ccccc1NS(=O)(=O)c1cccc(C(=O)NNC(=O)C(C)NC(=O)c2ccco2)c1 (stereo not given),-11,2,1,2,0,21,1,1,-21,0.8
O=C(NCC(=O)N(c1ccccc1F)C(C(=O)NCC1CCCO1)c1ccccc1)c1ccco1 (stereo not given),-6,·,-7,1,3,-37,-2,-8,37,0.1
CN(C)c1ccc(NC(=O)c2cccc(C(=O)Nc3ccc(N(C)C)cc3)n2)cc1,25,11,5,0,-2,69,·,2,-69,2.5
COc1ncccc1-c1nnn(-c2ccc(Cl)nc2)n1,-16,70,3,3,5,16,11,-9,-16,-0.9
COc1ccc(C(=O)NCc2nnc(SCC(=O)Nc3nc4ccccc4s3)o2)cc1,-12,-4,-9,6,13,2,·,3,-2,-2.2
O=C(N/N=C/c1ccccc1)C(O)c1ccccc1 (stereo not given),9,·,30,-2,-3,-15,-1,1,15,2.9
S=C1SCN(Cc2ccco2)CN1Cc1ccco1,11,·,8,-4,-1,-6,1,-10,6,-1.7
O=C(CSc1ccccc1)N1CCN(c2ccccn2)CC1,-5,24,-3,-4,-4,19,·,0,-19,0.3
CN(C)CCNC(=O)c1cccc2nc3cccc(F)c3nc12,15,-76,-1,1,-3,-14,28,33*,14,-2.0
COc1ccc2c(c1)NC(c1ccc(N(C)C)cc1)c1cccn1-2 (stereo not given),-5,·,-18,-3,6,38,0,-4,-38,-3.4
CN(CCO)c1nc2c(c(=O)n(Cc3ccc(Cl)cc3)c(=O)n2C)n1C,-7,-6,1,2,2,1,-2,-2,-1,-1.2
Cc1ccc(C(=O)COc2ccc3ccc(=O)oc3c2)cc1,-2,20,31,1,-2,·,6,-5,·,1.2
Cc1cc(C(=O)COC(=O)C2=COCCO2)c(C)n1-c1ccccc1,-16,-80,1,-1,-8,1,-7,-7,-1,0.8
O=C(Cc1cccs1)Nc1nc(-c2ccc(F)c(F)c2)cs1,-10,·,-3,10,-3,·,2,-4,·,-0.5
O=C(c1ccncc1)N1CCN(S(=O)(=O)c2cccc(C(F)(F)F)c2)CC1,-8,5,-7,2,-1,-13,-4,2,13,1.7
O=C(/C=C/c1ccc(F)cc1)N1CC[C@@]2(O)CCCC[C@H]2C1,-14,·,-2,4,1,17,-2,-10,-17,-0.7
C/C(=N\N1C(C)CCCC1C)c1ccccc1O (stereo not given),-16,12,6,0,6,1,3,0,-1,-3.3
Cc1ccccc1N(CC(=O)NCCSCc1ccccc1)S(C)(=O)=O,-14,·,0,4,-2,15,-1,-1,-15,-0.8
CCOc1ccc(CN2C(=O)c3ccccc3C2=O)cc1C(=O)N1CCC(C(N)=O)CC1,10,-11,-5,3,-3,0,2,-5,0,0.4
Cc1ccc(N2CC3=C(C2=O)C(c2ccccc2)NC(=O)N3C)cc1 (stereo not given),-21,-5,-3,4,-4,-12,·,-2,12,0.1
CCOC(=O)c1ccc(S(=O)(=O)N2CCN(CC(O)COc3ccc(C#N)cc3)CC2)cc1 (stereo not given),2,-6,8,3,-8,3,0,-7,-3,0.4
CCOc1ccc(C(=O)Nc2ccccc2NC(C)=O)cc1OCC,-4,-10,-1,3,2,6,-1,-2,-6,0.8

# Assay outcomes as filed in PubChem BioAssay.
